# Assay outcomes (PubChem BioAssay)
# Cneo AK release: Cryptococcus neoformans lysis via adenylate kinase release; C. neoformans lysis, adenylate kinase release luminescence, 4 h; normalised: neutral wells 0, clomiphene wells 100; lysis activity, % at 15 µM; 360,000 compounds, 0.2% hits;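 active = mean lysis activity across replicates of at least 80%, whatever share of replicates individually reach that level; inactive = mean lysis activity below 80%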
#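 Signal: Adenylate kinase release luminescence | Assay system: Log-phase Cryptococcus neoformans yeast cells | Input: Cells at 5 × 10^6 per mL | Buffer or medium: Fresh YPD growth medium | Compound: Single dose | Schedule: Static 4 h at 37 °C with compound, 1 h detection | Controls: Clomiphene | Read-out: Luminescence rise reflecting yeast cell lysis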
# FN deposition inh: fibronectin deposition inhibition; AH1F fibroblasts, Alexa488-fibronectin deposition fluorescence, overnight; inhibition, % at 12.6 µM; 350,000 compounds, 0.086% hits;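 active = mean inhibition across replicates of 30% or more, regardless of how many single replicates reach that level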;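 also: positive control wells lacked labelled fibronectin entirely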
#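 Test system: AH1F fibroblast monolayer depositing Alexa488-labelled fibronectin into matrix. Input: 10000 cells per well. Technique: fluorescence, ex 485 nm, em 525 nm. Buffer or medium: DMEM plus 2% serum, read in PBS. Timing: 1 h cell adhesion before compound, then overnight fibronectin incubation. Compound: single dose, pinned. Read-out basis: inhibition from reduced deposited-fibronectin fluorescence.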
# Casp6 inh: caspase-6 (human) enzyme inhibition. P55212. purified caspase-6, Z-VEID-R110 cleavage fluorescence. inhibition, % at 12.5 µM. 350,000 compounds, 0.53% hits;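 active = mean inhibition across replicates at least about 35%, with every replicate also reaching that limit, limit read from the data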;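 also: 0% = median of neutral control wells and 100% = no fluorescence left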
# Target sequence (P55212 24-179 limits assumed): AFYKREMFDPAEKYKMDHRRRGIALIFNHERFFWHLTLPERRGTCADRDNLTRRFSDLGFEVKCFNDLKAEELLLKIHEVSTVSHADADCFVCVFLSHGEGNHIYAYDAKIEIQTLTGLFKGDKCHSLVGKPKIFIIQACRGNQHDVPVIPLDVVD
# Target sequence (P55212 194-293 limits assumed): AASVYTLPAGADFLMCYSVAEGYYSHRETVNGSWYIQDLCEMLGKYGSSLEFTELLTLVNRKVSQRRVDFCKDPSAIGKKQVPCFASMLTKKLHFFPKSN
# PGC1a acetyl inh: lowers PGC1a acetylation signal in U2OS cells | AlphaScreen anti-acetyl-lysine; with virally co-expressed GCN5 acetyltransferase | inhibition, % at 15.6 µM | 350,000 compounds, 0.17% hits | AID 651687;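 active = every replicate shows inhibition of at least 40%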;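 also: 0% = neutral control wells and 100% = positive control wells; some results beyond the cut were filed as inactive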
# LGR2 antag: Drosophila LGR2 receptor signaling inhibition; HEK293 LGR2, CRE-luciferase, bursicon-stimulated, 4 h; inhibition, % at 9.99 µM; 380,000 compounds, 0.35% hits;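 active = drop in luminescence signal, shown as inhibition above about 50% in the replicate tests, limit read from the data, passing the limit was not always enough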;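 also: agonist challenge used bursicon conditioned medium at about half maximal strength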
# miR-122 sensor: inhibitors of miR-122 in Huh7 cells; Huh7 miR-122 Renilla luciferase sensor, 48 h; neutral wells = 0, positive control = 100; activation (reporter increase), % at 12.5 µM; 340,000 compounds, 0.3% hits; AID 602342;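 active = mean replicate activation score at least 90 and every replicate individually at or above 90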;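 also: higher luciferase means less miR-122 activity so hits act as miR-122 inhibitors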
# EWS-Fli block: EWS/Fli transcriptional activity inhibition; 350,000 compounds, 0.67% hits; inhibition, % at 12.6 µM; A673 NR0B1-luciferase reporter, viability-normalised; AID 651661;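 active = mean inhibition of at least 50% after viability correction, with every replicate also passing that limit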;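 also: firefly luciferase signal divided by Alamar Blue viability fluorescence both relative to DMSO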
# PAX8 inh HTS: PAX8 transcriptional activity inhibition; RMG-I TPO-luciferase reporter, SteadyGlo, 24 h; 360,000 compounds, 1.2% hits; inhibition, % at 12.6 µM;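 active = mean replicate inhibition at least 60% with every replicate also reaching 60%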;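 also: luciferase light reporting Pax8 driven TPO promoter activity; plate controls were median of neutral control wells for no effect and mitoxantrone controls for full effect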
# * = called active by the depositor; . = not tested or not shown; [ ] = remark or other dose. Rows were taken by chance; about 2.5% have a hit in one of these screens.
No.	canonical_smiles	FN deposition inh	PGC1a acetyl inh	EWS-Fli block	miR-122 sensor	Casp6 inh	PAX8 inh HTS	LGR2 antag	Cneo AK release
1	CC1=CC(C)(C)N(C(=O)c2ccc(F)cc2)c2cc3c(cc21)OCO3	-13	-5	.	1	.	-4	.	-6
2	COc1cc(NC(=O)COC(=O)CC(NC(C)=O)c2ccccc2)cc(OC)c1 (stereo unspecified)	2	.	-7	.	.	1	7	0
3	COc1ccc(/C(CC2OC(=O)c3ccccc32)=N\NC(N)=O)cc1 (stereo unspecified)	9	.	-1	.	-2	-11	4	.
4	COc1ccc(Cl)cc1C(=O)NNC(=O)COC(=O)c1cccs1	17	3	6	-1	2	6	-26	6
5	C[C@@H]1CCCCO[C@@H](CN(C)S(=O)(=O)c2cccs2)[C@@H](C)CN([C@@H](C)CO)C(=O)c2cc(NC(=O)Cc3ccccc3)ccc2O1	.	4	-3	-4[16.7 µM]	.	1	15	0
6	CCCCn1c(=O)nc2n(-c3ccccc3C)c3ccccc3cc-2c1=O	4	.	3	-1	6	11	6	2
7	CC(=O)Nc1ccc(NS(=O)(=O)c2cc(-c3n[nH]c(=O)c4ccccc34)ccc2C)cc1	-2	-3	16	15	-2	17	-19	-1
8	CCOc1cc(NC(=O)CC(C)C)c(OCC)cc1NC(=O)CCn1nnc2ccccc21	-2	-5	.	-4	.	8	.	1
9	CCOC(=O)C1=C(C)N(C[C@@H]2CC[C@@H](Cc3ccc(-c4ccccc4)cc3)O2)C(=O)NC1c1ccc(Cl)cc1 (stereo partly specified)	.	2	-7	-7	-1	2	11	2
10	CC(=O)c1ccc(OCC(O)CNCc2ccc3c(c2)OCO3)cc1 (stereo unspecified)	-5	.	-11	.	-2	-5	7	.
11	Cc1sc2nc(-c3cccnc3)nc(Cl)c2c1-c1ccccc1	-16	7	.	-5	.	-43	-44	-2
12	O=C(CSc1n[nH]c(=O)[nH]c1=O)Nc1c(Cl)cc(Cl)cc1Cl	.	15	-5	-2	3	6	-3	2

# A second format for some results above.
[2] COc1cc(NC(=O)COC(=O)CC(NC(C)=O)c2ccccc2)cc(OC)c1 (stereo unspecified)
  FN deposition inh = 2; PGC1a acetyl inh = .; EWS-Fli block = -7; miR-122 sensor = .; Casp6 inh = .; PAX8 inh HTS = 1; LGR2 antag = 7; Cneo AK release = 0

[3] COc1ccc(/C(CC2OC(=O)c3ccccc32)=N\NC(N)=O)cc1 (stereo unspecified)
  FN deposition inh = 9; PGC1a acetyl inh = .; EWS-Fli block = -1; miR-122 sensor = .; Casp6 inh = -2; PAX8 inh HTS = -11; LGR2 antag = 4; Cneo AK release = .

[4] COc1ccc(Cl)cc1C(=O)NNC(=O)COC(=O)c1cccs1
  FN deposition inh = 17; PGC1a acetyl inh = 3; EWS-Fli block = 6; miR-122 sensor = -1; Casp6 inh = 2; PAX8 inh HTS = 6; LGR2 antag = -26; Cneo AK release = 6

[5] C[C@@H]1CCCCO[C@@H](CN(C)S(=O)(=O)c2cccs2)[C@@H](C)CN([C@@H](C)CO)C(=O)c2cc(NC(=O)Cc3ccccc3)ccc2O1
  FN deposition inh = .; PGC1a acetyl inh = 4; EWS-Fli block = -3; miR-122 sensor = -4[16.7 µM]; Casp6 inh = .; PAX8 inh HTS = 1; LGR2 antag = 15; Cneo AK release = 0

# (cont.)
No.	canonical_smiles	FN deposition inh	PGC1a acetyl inh	EWS-Fli block	miR-122 sensor	Casp6 inh	PAX8 inh HTS	LGR2 antag	Cneo AK release
13	CC(C)c1nnc(NC(=O)CC23CC4CC(CC(C4)C2)C3)s1	-2	9	-5	0	0	3	7	-5
14	Cc1ccc(NC(=O)CSc2ccccc2NC(=O)c2cccc(Cl)c2)cc1Cl	13	.	8	.	-1	-16	5	.
15	Cc1cc(NC(=O)c2cccc([N+](=O)[O-])c2)no1	3	.	-7	.	-3	11	9	.
16	COc1ccc2[nH]c3c(c2c1)CCN1C(=O)C(CC(=O)NCCC2=CCCCC2)C[C@H](C(=O)N2CCCCC2)[C@@]31C (stereo partly specified)	-3	-5	-4	-8	3	9	24	0
17	Nc1nc(Nc2ccccc2F)sc1C(=O)c1ccccc1	11	.	-17	.	5	-114	-93	.
18	COc1ccc(C(CNC(=O)C(=O)NC2CCCC2)N2CCN(C)CC2)cc1 (stereo unspecified)	6	13	-7	-4	-6	10	12	.
19	Cc1cccc(OCC(=O)Nc2ccccc2-c2ccccc2)c1	-2	-26	.	-3	.	15	-4	0
20	COc1ccc(CC2(c3ccccc3)NC(=O)NC2=O)cc1 (stereo unspecified)	3	-3	-7	10	-1	35	-6	6
21	CCCNC(=O)[C@H]1[C@H](CO)[C@H]2Cn3c(cccc3=O)[C@@H]1N2Cc1cccc(Cl)c1	.	.	-5	-7[16.7 µM]	0	8	4	-1
22	O=C(CCCNS(=O)(=O)c1cccc2nsnc12)NCc1ccc(F)cc1	.	-6	.	-4	.	.	4	0
23	O=C1C(=O)N(Cc2cccnc2)C(c2ccccn2)/C1=C(/O)c1ccc(Br)cc1 (stereo unspecified)	-5	7	.	-4	.	-25	.	1
24	Nc1ccc(C(=O)OCC(=O)Nc2cccc(S(=O)(=O)NC3=NCCCCC3)c2)cc1[N+](=O)[O-]	0	-6	-2	-8	10	-11	-7	-1
25	CCC(C(=O)NC1CCCC1)N(Cc1ccccc1Cl)C(=O)c1snc(C(N)=O)c1N (stereo unspecified)	-4	-6	1	1	-1	9	12	1
26	CCOC(=O)c1c(-c2ccc(OC)cc2)csc1NC(=O)CSc1nnc(C)c(=O)[nH]1	17	2	7	.	6	1	-6	.
27	O=C(c1cc(S(=O)(=O)N2CCOCC2)c(Cl)cc1Cl)N1CCCCC1	-5	-4	.	10	.	.	.	3
28	O=S(=O)(Nc1ncccn1)c1ccc(NC(=S)Nc2ccccc2Cl)cc1	6	.	-3	-2	-3	6	-2	.
29	COC(=O)[C@H](Cc1ccccc1)NC(=O)Nc1ccc(OC)cc1	-8	10	3	.	-1	-20	-8	.
30	CC1(c2ccc3ccccc3c2)NC(=O)N(CC(=O)O)C1=O (stereo unspecified)	4	3	-12	-2	0	0	6	.
31	CCOc1ccc(C(=O)N2CCc3ccccc32)cc1	1	1	-98	-5	-1	-116	-47	-4
32	O=C(NCc1ccc(F)cc1)C1(S(=O)(=O)c2ccc(Cl)cc2)CC1	12	-4	5	-4	1	2	3	1
33	CN(CC(=O)Nc1cccc(F)c1)C(=O)c1ccccc1Sc1ccccc1C#N	9	.	0	.	-1	12	-19	1
34	CC(C)c1ccc(NC(=O)c2n[nH]c(=O)c3ccccc23)cc1	-3	108*	-90	-3	-4	-75	.	.
35	CCCN(CCC)C(=O)CSc1nc2ccccc2c(=O)n1CC1COc2ccccc2O1 (stereo unspecified)	5	9	.	14	0	16	.	.
36	COCCCNc1nc(-c2ccc(Cl)cc2)nc2ccccc12	8	.	-2	.	2	-2	20	2
37	O=C(CN(C(=O)CCC(=O)Nc1nccs1)c1ccc2c(c1)OCO2)NCc1ccccc1	10	-2	5	1	-6	-4	-11	-1
38	C#CCSc1nnc(-c2cccc3ccccc23)o1	-6	-3	.	23	.	.	-23	.
39	C=C(C)Cn1c(CCCNC(=O)CC)nc2ccccc21	.	4	.	-2	1	.	20	1
40	O=C(CCc1nnc(C2(c3ccc(Cl)cc3)CCC2)o1)N1CCCC1	4	-6	.	6	-3	-126	-57	-1
41	CCCNc1ncnc2nc[nH]c12	4	0	-6	-1	0	-14	6	0
42	Cc1[nH]c(=O)[nH]c(=O)c1S(=O)(=O)N1CCCC(C(=O)N2CCN(c3cccc(C(F)(F)F)c3)CC2)C1 (stereo unspecified)	3	11	1	.	4	14	.	.
43	COC(=O)CC1=C(c2ccc([N+](=O)[O-])cc2)CCC1=O	14	-13	0	-4	0	-23	-4	0
44	Cc1onc(-c2ccccc2Cl)c1C(=O)N1CCCC1	13	9	9	-2	-3	-16	1	0
45	COc1cc2sc(C)nc2cc1C	.	.	4	.	-1	-8	-3	.
46	CC(c1nnc(SCC(=O)NC(=O)NCc2ccco2)n1-c1ccc(Cl)cc1)N(C)C (stereo unspecified)	.	3	4	-7	5	.	4	-6
47	COc1ccc(-c2cc3ncccc3cn2)cc1	0	.	-56	21	2	-65	-7	-4
48	COc1ccc2c3c([nH]c2c1)[C@H](CO)N(Cc1ccccc1F)CC31CN(C(=O)C2CCC2)C1	.	8	18	.	-4	2	12	.
49	COc1ccc(NC(=O)N(C)C[C@H]2OCCCC[C@@H](C)Oc3ccc(NS(=O)(=O)c4cccs4)cc3C(=O)N([C@H](C)CO)C[C@@H]2C)cc1	.	-4	-21	6[16.7 µM]	-2	.	-15	57
50	c1ccc(Cn2c(-c3ccccc3)nc3nc4ccccc4nc32)cc1	-3	-4	.	3	.	7	0	1
51	COC(=O)c1nn(-c2ccc(Oc3ccccc3)cc2)c(=O)cc1O	-1	-3	-10	-3	25	3	-8	.
52	CCCCn1c(N)c(N(CC)C(=O)C(c2ccccc2)c2ccccc2)c(=O)[nH]c1=O	-19	.	-7	.	-1	-4	-5	.
53	Cc1ccc(CCNS(=O)(=O)c2ccc(C)cc2)cc1	3	-17	.	20	.	.	.	1
54	COc1ccccc1NC(=O)C(C)Sc1nnnn1C (stereo unspecified)	-3	4	.	-3	.	-27	.	-2
55	COc1cccc(NC(=O)C[C@@H]2CC[C@@H]3[C@H](COc4ccc(NC(=O)C5CCCC5)cc4C(=O)N3C)O2)c1	-10	.	1	.	1	-4	-3	.
56	COc1cc2c(cc1OC)C(c1cccc(Cl)c1)CC(=O)N2 (stereo unspecified)	3	16	19	-3	3	37	-8	1
57	CCOC(=O)c1nnn2c1nc(N1CCN(c3ccccc3)CC1)c1ccccc12	-6	-2	8	.	4	22	25	.

# Some of these compounds in order of heavy-atom count, lowest first.
No.	canonical_smiles	FN deposition inh	PGC1a acetyl inh	EWS-Fli block	miR-122 sensor	Casp6 inh	PAX8 inh HTS	LGR2 antag	Cneo AK release
54	COc1ccccc1NC(=O)C(C)Sc1nnnn1C (stereo unspecified)	-3	4	.	-3	.	-27	.	-2
56	COc1cc2c(cc1OC)C(c1cccc(Cl)c1)CC(=O)N2 (stereo unspecified)	3	16	19	-3	3	37	-8	1
57	CCOC(=O)c1nnn2c1nc(N1CCN(c3ccccc3)CC1)c1ccccc12	-6	-2	8	.	4	22	25	.
